Source: PubChem BioAssay (Sanford-Burnham Center for Chemical Genomics)
EBI2 block: EBI2 receptor antagonists, beta-arrestin recruitment, primary screen, cell-based, luminescence, 7a,25-OHC stimulation, uHTS. G-protein coupled receptor 183 (Homo sapiens), P32249. 7a,25-OHC stimulated. inhibition, % at 5 µM. hit rate 0.81% among 360,000; in the data active = inhibition above about 38%;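 also: enzyme fragment complementation signal reports receptor beta-arrestin coupling in cells; 0% = agonist plus DMSO wells and 100% = wells without agonist; some results beyond the cut were filed as inactive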
697 NFkB inh: inhibitors of PMA/ionomycin-induced NF-kB reporter, 697 cells, primary screen, B-cell NF-kB inhibitor project, cell-based, luminescence, uHTS | inhibition, % at 4 µM | hit rate 0.33% among 330,000 | 697 B-cell NF-kB luciferase reporter, 16 h; in the data active = inhibition above about 35%
CXCR6 block: CXCR6 receptor inhibitors, primary screen, cell-based, beta-arrestin, luminescence, CHO-K1 PathHunter, 1536-well; hit rate 0.36% among 360,000; AID 602244, 2012; inhibition, % at 20 µM; C-X-C chemokine receptor type 6 (Homo sapiens), O00574; in the data active = inhibition above about 34%, passing the limit was not always enough;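 also: antagonist mode with CXCL16 agonist at 10 nM final; 0% = 10 nM CXCL16 with DMSO and 100% = unstimulated wells without agonist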
Target sequence (O00574 whole entry, looked up): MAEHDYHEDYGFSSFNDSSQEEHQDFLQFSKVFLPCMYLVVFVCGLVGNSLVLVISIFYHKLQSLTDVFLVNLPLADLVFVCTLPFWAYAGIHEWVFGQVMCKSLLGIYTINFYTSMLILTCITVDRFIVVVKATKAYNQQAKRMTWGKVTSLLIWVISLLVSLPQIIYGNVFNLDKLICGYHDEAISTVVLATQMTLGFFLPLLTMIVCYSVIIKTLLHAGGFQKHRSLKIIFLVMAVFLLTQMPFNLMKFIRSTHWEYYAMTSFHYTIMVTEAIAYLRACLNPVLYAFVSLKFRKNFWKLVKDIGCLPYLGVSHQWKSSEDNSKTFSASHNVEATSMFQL
Gli-Sufu block: Gli-Sufu pathway antagonists, primary screen, luciferase luminescence, Sufu-KO-LIGHT cells, uHTS; AID 588413, 2011; hit rate 0.74% among 340,000; Sufu-KO-LIGHT fibroblasts, Gli luciferase reporter luminescence; inhibition, % at 5 µM;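 active = inhibition above about 55%, limit read from the data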;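 also: 0% = DMSO-treated cells and 100% = wells with medium but no cells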
Jurkat NFkB inh: inhibitors of induced NF-kB luciferase reporter, primary screen, TCR NF-kB activation inhibitor project, cell-based, luminescence, uHTS | AID 435003, 2010 | inhibition, % at 4 µM | Jurkat, PMA/ionomycin-induced NF-kB luciferase reporter | hit rate 0.53% among 330,000; in the data active = inhibition above about 50%
CCR6 antagonist: CCR6 receptor antagonists, primary screen, cell-based, CHO-K1, luminescence, beta-arrestin, uHTS; C-C chemokine receptor type 6 (Homo sapiens), P51684; CHO-K1 CCR6 PathHunter beta-arrestin, CCL20-stimulated; inhibition, % at 20 µM; hit rate 0.49% among 340,000;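 active = compounds whose inhibition of the agonist-driven luminescence signal at 20 µM reaches about 50%, limit read from the data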;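 also: cells stimulated with CCL20 at 14 nM final; plate controls were DMSO with CCL20 for no effect and DMSO without agonist for full effect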
Target sequence (P51684 whole entry, looked up): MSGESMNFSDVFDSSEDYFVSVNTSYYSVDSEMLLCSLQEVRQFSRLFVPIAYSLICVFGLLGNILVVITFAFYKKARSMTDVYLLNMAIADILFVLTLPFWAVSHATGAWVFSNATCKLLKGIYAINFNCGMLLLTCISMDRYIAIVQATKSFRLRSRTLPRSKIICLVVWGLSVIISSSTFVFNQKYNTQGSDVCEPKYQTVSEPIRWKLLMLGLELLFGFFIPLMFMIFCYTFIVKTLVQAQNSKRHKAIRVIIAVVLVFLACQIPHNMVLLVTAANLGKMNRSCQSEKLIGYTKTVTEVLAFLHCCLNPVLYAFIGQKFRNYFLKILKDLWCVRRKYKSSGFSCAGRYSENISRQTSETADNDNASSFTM
UBC13 inh: UBC13 polyubiquitin chain formation inhibitors, primary screen, biochemical, TR-FRET, uHTS; inhibition, % at 20 µM; hit rate 0.47% among 330,000; AID 485273, 2010; in the data active = inhibition above about 45%, passing the limit was not always enough; inconclusive = no clear call, values can overlap the other calls
Target sequence (P61088 whole entry, looked up): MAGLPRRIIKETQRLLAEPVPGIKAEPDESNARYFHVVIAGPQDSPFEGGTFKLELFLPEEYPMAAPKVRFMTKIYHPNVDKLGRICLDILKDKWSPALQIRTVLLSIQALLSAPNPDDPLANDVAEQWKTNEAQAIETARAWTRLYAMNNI
APJ antag: antagonists of human apelin receptor APJ, primary screen, CHO-K1 cells, beta-arrestin complementation, luminescence. P35414. inhibition, % at 20 µM. hit rate 0.32% among 330,000. AID 2521, 2010;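 active = inhibition above about 40% at 20 µM, limit read from the data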;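 also: cells challenged with 10 nM apelin-13 agonist together with compound; plate controls were apelin-13 plus DMSO wells for no effect and DMSO wells lacking apelin-13 for full effect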
* marks the source's active call; other numbers are inactive results; ? = inconclusive; nt = not tested or not shown.

SMILES | EBI2 block | 697 NFkB inh | CXCR6 block | Gli-Sufu block | Jurkat NFkB inh | CCR6 antagonist | UBC13 inh | APJ antag
CCOC(=O)[C@H]1[C@H]2COc3cc(OC)ccc3[C@@H]2N2C(=O)N(c3ccc(Br)cc3)C(=O)[C@@]12C | 4 | -28 | 4 | 9 | -5 | 9 | -15 | -5
O=C1C=C(NCC2CCCO2)C2(CCCCC2)O1 (stereo unspecified) | -8 | -11 | 10 | 1 | -18 | 1 | -19 | 17
O=C1c2ccc(-c3ccc4c(c3)C(=O)N(CCCO)C4=O)cc2C(=O)N1CCCO | -5 | 9 | -12 | -7 | -2 | 6 | 4 | 6
CC(C)OC(=O)Cn1nc(C(c2ccccc2)c2ccccc2)oc1=O | 1 | -1 | 8 | 2 | -17 | 20 | -3 | -7
OCCNCc1cccc(Br)c1 | 2 | 1 | -5 | -13 | -8 | 1 | 1 | -26
O=C(Nc1ccc2c(c1)OCCO2)NC1CCCCC1 | -5 | -96 | 0 | -1 | -99 | 6 | -4 | 1
Cc1cccc(OCC(=O)NNC(=O)Cn2c(=O)cnc3ccccc32)c1 | -6 | 22 | 0 | -1 | 6 | 7 | 5 | -12
Nc1n[nH]c2c1C1(CCCCC1)Cc1ccccc1-2 | 3 | -8 | -6 | -8 | 1 | 1 | -4 | -3
O=C(Cc1ccc([N+](=O)[O-])cc1)N1N=C2CCCCC2C1(O)C(F)(F)F (stereo unspecified) | -10 | 7 | -1 | 27 | 11 | 4 | 10 | 3
N#Cc1cccc(NC(=O)CC2CCCC2)c1 | -13 | -4 | 1 | 2 | -13 | 7 | 3 | -33
COc1cccc(CNC(=O)CNC(=O)c2cccs2)c1 | -9 | -16 | -7 | 6 | -3 | 1 | 2 | 7
CS/C(=N\S(=O)(=O)c1ccc(Cl)cc1)c1ccccc1 | -25 | 1 | -4 | -8 | -1 | 6 | 4 | 16
COc1ccc(NC(=O)CSc2ccc(NC(C)=O)cc2)cc1S(=O)(=O)N1CCOCC1 | -2 | 12 | -2 | 12 | -3 | -6 | 9 | 6
COc1ccc(OC)c(C2C(C(=O)O)c3ccccc3C(=O)N2C)c1 (stereo unspecified) | -7 | 0 | 0 | -2 | -1 | -9 | -10 | -3
O=C(/C=C/c1ccc([N+](=O)[O-])s1)N1CCCC1 | -7 | 1 | -15 | 6 | 10 | -13 | -20 | -30
CCCN1C(=O)CSC1=Nc1ccccc1 | -6 | -2 | 10 | -1 | 13 | -2 | -2 | 9
COc1cc(C(=O)NNC(=S)NC(=O)c2ccc3c(c2)OCO3)cc(OC)c1OC | 6 | 13 | 14 | -1 | 18 | 11 | 1 | 26
COc1cc([C@H]2c3[nH]c4ccccc4c3C[C@H]3C(=O)N4[C@@H](c5cc(OC)c(OC)c(OC)c5)c5[nH]c6ccccc6c5C[C@H]4C(=O)N23)cc(OC)c1OC | 1 | 9 | -1 | 6 | 3 | -2 | -55 | -57
Cn1c(C(=O)O)ccc1S(=O)(=O)N(Cc1ccccc1)Cc1ccccc1 | -10 | 8 | -1 | 6 | 4 | -2 | 1 | -5
COc1ccc(N2CCN(C(=O)COC(=O)c3oc4ccccc4c3C)CC2)cc1 | -14 | -3 | -1 | -3 | -3 | 4 | 9 | -16
O=C(Nc1ccccc1C(=O)N1CCOCC1)c1cc2ccccc2o1 | -10 | 7 | 1 | 2 | -3 | -6 | 0 | 8
O=c1nc(-c2ccccc2)c2cc(SC(F)F)ccc2[nH]1 | -12 | -1 | -5 | 0 | 0 | 10 | -4 | -21
Cc1cc(C)c(C#N)c(SCC(=O)c2cc(C)n(CCc3ccccc3)c2C)n1 | 8 | 6 | -7 | 16 | -15 | 12 | -6 | -1
CCN(C(=S)Nc1cccc(C)c1)c1ccccc1 | -2 | -8 | -5 | -1 | -11 | 13 | -12 | 5
CCN(CC)S(=O)(=O)c1ccc(NC(=O)C2COc3ccccc3O2)cc1 (stereo unspecified) | 4 | -31 | -2 | 2 | -18 | -25 | -2 | -13
SMILES | EBI2 block | 697 NFkB inh | CXCR6 block | Gli-Sufu block | Jurkat NFkB inh | CCR6 antagonist | UBC13 inh | APJ antag
CC(C)CCN1CCN(Cc2ccsc2)CC1CCO (stereo unspecified) | -4 | 3 | 9 | 10 | 5 | 10 | -1 | -3
Cc1ccc(C)c(C(=O)CN2C3=NCCCN3c3ccccc32)c1 | 3 | -13 | 9 | 7 | 6 | -5 | 9 | 9
CCCn1ncc2c(Nc3ccc(C)c(C)c3)ncnc21 | 11 | -39 | 3 | -37 | -45 | 14 | 8 | 7
O=C(NCc1ccco1)c1ccc([N+](=O)[O-])cc1Cl | 1 | 2 | -11 | -2 | 4 | -4 | -1 | -20
O=C(NCc1ccccc1)C1=C[C@H](c2ccc3c(c2)OCO3)C[C@H](OCc2ccc(CO)cc2)O1 | 10 | 11 | 6 | 11 | -3 | 22 | -8 | -85
CN1CCN(C(c2ccc(C(F)(F)F)cc2)c2cc(Cl)c3cccnc3c2O)CC1 (stereo unspecified) | nt | -11 | nt | nt | 22 | nt | 9 | 13
CC(NC(=O)CCSc1nc(-c2ccco2)cc(C(F)(F)F)n1)c1ccccc1 (stereo unspecified) | 0 | -5 | -1 | 1 | -2 | 6 | -2 | -5
Cc1ccc(S(=O)(=O)NC(Cc2ccccc2)C(=O)O)cc1 (stereo unspecified) | 4 | 14 | -4 | 1 | 10 | 1 | -3 | 18
COC(=O)CCC(C)N1CCC(Oc2ccc(C(=O)NCc3ccccn3)cc2)CC1 (stereo unspecified) | -2 | 1 | -6 | -5 | -2 | -6 | 2 | 22
Cc1cc(N/N=C/c2ccccc2O)nc(N2CCOCC2)n1 | 7 | -5 | -9 | -17 | -15 | -5 | -7 | -15
CC(=O)c1cccc(NC(=O)CCc2nnc3ccc(NCc4ccco4)nn23)c1 | 0 | -6 | -4 | -4 | 0 | 1 | -6 | -15
Cc1ccc(OCC(=O)Nc2cccc(-c3nnc(-c4ccccc4)o3)c2)cc1 | -8 | -77 | 4 | -86 | -60 | -1 | -1 | -32
O=C(CCl)N=c1sccn1Cc1cccc2ccccc12 | 1 | nt | 4 | 96* | nt | 17 | nt | nt
Cc1ccc(CNS(=O)(=O)c2ccc3c(c2)C(C)(C)C(=O)N3C)cc1 | -7 | 6 | -6 | 4 | 4 | -3 | 1 | -52
O=C(Nc1ccc(Br)cc1)c1ccc(N2C(=O)C3CC=CCC3C2=O)cc1 (stereo unspecified) | 2 | -14 | 0 | -1 | -17 | 2 | 2 | -3
O=C(Nc1ccccn1)c1cccs1 | -4 | -8 | 1 | -31 | -25 | -5 | 3 | 5
O=C(COc1ccc(Cl)cc1Cl)N1CCN(C(=O)c2ccco2)CC1 | 28 | 5 | -15 | 37 | 1 | -2 | 8 | 13
CCOc1ccc(-n2nc3c(SCCN4CCCC4)nnc(C)c3c2C)cc1 | 1 | -5 | 7 | 20 | -1 | 5 | 6 | -1
CC1CC(C)CN(c2ccc(S(=O)(=O)N3CCOCC3)cc2)C1 (stereo unspecified) | 2 | -11 | -6 | 26 | 26 | 5 | -1 | 10
CCOC(=O)C(=NC(C)C)NNc1cc(Cl)ccc1Cl | 10 | -5 | -4 | -40 | -9 | 14 | 2 | 11
CC(C)NC(=O)Cn1cc(C(=O)C2CC2)c2ccccc21 | -4 | 14 | -3 | -6 | -13 | -4 | 8 | 11
CCCCC(CC)CNC(=O)C1CC=CCC1C(=O)O (stereo unspecified) | -5 | 10 | 4 | -5 | 1 | 0 | 3 | 15
COC(=O)c1cccc(-n2c(=O)n(Cc3ccccc3)c(=O)c3[nH]cnc32)c1C | 4 | 9 | 22 | 5 | 14 | 42 | 2 | 29
CSc1ccc(C(=O)C2CCCN(C(=O)c3nonc3C)C2)cc1 (stereo unspecified) | 4 | -50 | -1 | -4 | -33 | 27 | 28 | -9
COc1ccc(NC(=O)Cn2nnc(C(=O)NCc3ccc4c(c3)OCO4)c2N)cc1 | -7 | -11 | 6 | -5 | -3 | 6 | -21 | -2

The last 2 compounds of the part above open the next one:
SMILES | EBI2 block | 697 NFkB inh | CXCR6 block | Gli-Sufu block | Jurkat NFkB inh | CCR6 antagonist | UBC13 inh | APJ antag
CSc1ccc(C(=O)C2CCCN(C(=O)c3nonc3C)C2)cc1 (stereo unspecified) | 4 | -50 | -1 | -4 | -33 | 27 | 28 | -9
COc1ccc(NC(=O)Cn2nnc(C(=O)NCc3ccc4c(c3)OCO4)c2N)cc1 | -7 | -11 | 6 | -5 | -3 | 6 | -21 | -2
O=C(CNC(=O)c1ccc(Br)o1)NCC1COc2ccccc2O1 (stereo unspecified) | 0 | 11 | 15 | 2 | 12 | 21 | 12 | 3
CCCc1nn(CCc2ccccn2)c(N)c1CC | -7 | 8 | -8 | 3 | 12 | -14 | 9 | 9
CCOCCCn1c(SCC(=O)Nc2ccc(NC(C)=O)cc2)nc2ccccc2c1=O | 5 | 5 | -5 | nt | 12 | 8 | ? | 2
Cn1cnnc1SCC(=O)Nc1ccc(N2CCCCC2)cc1 | -16 | -4 | -6 | -10 | -23 | -1 | -8 | 27
Cc1ccc(Sc2ccc(/C=C3/C(=O)NN(c4ccccc4)C3=O)o2)cc1 | -23 | 7 | 10 | -2 | 4 | 31 | -14 | -3
COc1ccc(-n2ccnc2SCC(=O)NCc2ccc3c(c2)OCO3)cc1 | -1 | -5 | -9 | -1 | 10 | 10 | 0 | -1
COC(=O)c1cccc(NC(=S)NC(C)C)c1 | -9 | 8 | -3 | -7 | -2 | 0 | -7 | 7
COc1ccc(NC(=O)c2ccc(-n3cccn3)nc2)cc1 | 12 | 24 | -2 | -8 | 8 | 9 | 3 | 14
Cc1csc(SCC(=O)Nc2cccc(S(=O)(=O)N3CCCC3)c2)n1 | -3 | 5 | 0 | 11 | 18 | 22 | 6 | 10
CCOC(=O)c1c(S(=O)(=O)NCC(=O)Nc2ccccc2)c(C)n(C)c1C | -3 | 1 | -2 | 24 | 11 | 2 | 4 | 12
Cc1ccc(N2CCN(/N=C/C3=C(N4CCOCC4)C(=C\c4ccccc4)/CC3)CC2)cc1 | nt | -13 | nt | 3 | -4 | 9 | 0 | -12
Cc1sc2nc(CSc3ccc([N+](=O)[O-])cc3)[nH]c(=O)c2c1C | nt | 7 | nt | nt | 4 | nt | -12 | 7
CN(CC(=O)Nc1ccc(F)c(F)c1F)C(=O)c1ccc(=O)[nH]c1 | 0 | 14 | 4 | -2 | -7 | -1 | -4 | -7
CN(CC(=O)Nc1cccc(Cl)c1)S(=O)(=O)c1ccc2[nH]c(=O)oc2c1 | 5 | 4 | 6 | -9 | 17 | 14 | -2 | -3
CC(=O)c1cccc(CN2CCN(Cc3ccc(C)cc3)C(CCO)C2)c1 (stereo unspecified) | -6 | -5 | -6 | -7 | -26 | 3 | 0 | 8
CCC1CCCN1Cn1cnc2c([nH]c3ccc(OC)cc32)c1=O (stereo unspecified) | -3 | 11 | 1 | 3 | -15 | -5 | -2 | 3
COc1ccccc1-c1ccc(SCC(=O)Nc2cc(C)on2)nn1 | 1 | 9 | -5 | -6 | -1 | 10 | -2 | -12
CCc1cccc2c(=O)c(C(=O)N3CCOCC3)c[nH]c12 | -10 | 4 | 3 | 5 | -12 | 2 | -5 | -26
COc1cc2c(C(=O)N3CCN(c4ccccc4)CC3)c(C)oc2cc1Br | 19 | -6 | -2 | 2 | 13 | 0 | -1 | 2

Profiles, quoted from the list. Order of values: EBI2 block, 697 NFkB inh, CXCR6 block, Gli-Sufu block, Jurkat NFkB inh, CCR6 antagonist, UBC13 inh, APJ antag
`CCC1CCCN1Cn1cnc2c([nH]c3ccc(OC)cc32)c1=O` (stereo unspecified) is listed as -3, 11, 1, 3, -15, -5, -2, 3
`COC(=O)c1cccc(NC(=S)NC(C)C)c1` is listed as -9, 8, -3, -7, -2, 0, -7, 7
`CCCc1nn(CCc2ccccn2)c(N)c1CC` is listed as -7, 8, -8, 3, 12, -14, 9, 9
